From PubChem BioAssay
COUP-TFII inh: NR2F2 (human) inhibition, primary screen; HEK293T NGFI-A luciferase reporter, luminescence; inhibition, % at 8.6 µM; hit rate 0.7% among 370,000;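 active means inhibition above a per-plate cutoff, mean inhibition of test wells between control levels plus 3 SD, cut at about 38% in these data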;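 further: cells cotransfected with COUP-TFII expression vector driving the NGFI-A reporter; 0% = median of COUP-TF2 test wells and 100% = reporter-only cells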
TWEAK-Fn14 inh: inhibitors of TWEAK-Fn14 interaction signaling; TWEAK-stimulated Fn14 reporter cells, luciferase luminescence, 8 h; inhibition, % at 10 µM; hit rate 2% among 360,000; AID 1159606; in the data active means inhibition above about 50%
TROY NFkB inh: TROY signaling inhibition | Q293 LMP1-TROYcd NF-kB luciferase reporter, 4 h | inhibition, % at 10 µM | hit rate 0.98% among 360,000 | AID 1347056;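 active means compounds whose plate-normalised and pattern-corrected inhibition of the luciferase reporter signal at the single screening dose is 50% or more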
NR5A2 inv ag: inverse agonists of human LRH-1 (NR5A2). hit rate 0.13% among 360,000. inhibition, % at 3.6 µM. HEK293T StAR-luciferase reporter, LRH-1 transfected, 24 h. O00482;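 active means inhibition above the mean inhibition of all tested compounds plus 3 SD, cut at about 73% in these data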;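 further: 0% = DMSO wells and 100% = reporter-only cells lacking LRH-1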
SRC2 inh: human SRC2 (NCOA2) inhibition; hit rate 0.17% among 370,000; HEK293 GAL4-SRC2 luciferase reporter, luminescence; inhibition, % at 9 µM; Q15596; AID 651957;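 active means inhibition above the mean inhibition of all tested compounds plus 3 SD, set per campaign, cut at about 52% in these data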;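 further: 0% = DMSO treated cells and 100% = cells given Gossypol at 36 µM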
Target sequence (Q15596 whole entry, looked up, the tested form may be a part): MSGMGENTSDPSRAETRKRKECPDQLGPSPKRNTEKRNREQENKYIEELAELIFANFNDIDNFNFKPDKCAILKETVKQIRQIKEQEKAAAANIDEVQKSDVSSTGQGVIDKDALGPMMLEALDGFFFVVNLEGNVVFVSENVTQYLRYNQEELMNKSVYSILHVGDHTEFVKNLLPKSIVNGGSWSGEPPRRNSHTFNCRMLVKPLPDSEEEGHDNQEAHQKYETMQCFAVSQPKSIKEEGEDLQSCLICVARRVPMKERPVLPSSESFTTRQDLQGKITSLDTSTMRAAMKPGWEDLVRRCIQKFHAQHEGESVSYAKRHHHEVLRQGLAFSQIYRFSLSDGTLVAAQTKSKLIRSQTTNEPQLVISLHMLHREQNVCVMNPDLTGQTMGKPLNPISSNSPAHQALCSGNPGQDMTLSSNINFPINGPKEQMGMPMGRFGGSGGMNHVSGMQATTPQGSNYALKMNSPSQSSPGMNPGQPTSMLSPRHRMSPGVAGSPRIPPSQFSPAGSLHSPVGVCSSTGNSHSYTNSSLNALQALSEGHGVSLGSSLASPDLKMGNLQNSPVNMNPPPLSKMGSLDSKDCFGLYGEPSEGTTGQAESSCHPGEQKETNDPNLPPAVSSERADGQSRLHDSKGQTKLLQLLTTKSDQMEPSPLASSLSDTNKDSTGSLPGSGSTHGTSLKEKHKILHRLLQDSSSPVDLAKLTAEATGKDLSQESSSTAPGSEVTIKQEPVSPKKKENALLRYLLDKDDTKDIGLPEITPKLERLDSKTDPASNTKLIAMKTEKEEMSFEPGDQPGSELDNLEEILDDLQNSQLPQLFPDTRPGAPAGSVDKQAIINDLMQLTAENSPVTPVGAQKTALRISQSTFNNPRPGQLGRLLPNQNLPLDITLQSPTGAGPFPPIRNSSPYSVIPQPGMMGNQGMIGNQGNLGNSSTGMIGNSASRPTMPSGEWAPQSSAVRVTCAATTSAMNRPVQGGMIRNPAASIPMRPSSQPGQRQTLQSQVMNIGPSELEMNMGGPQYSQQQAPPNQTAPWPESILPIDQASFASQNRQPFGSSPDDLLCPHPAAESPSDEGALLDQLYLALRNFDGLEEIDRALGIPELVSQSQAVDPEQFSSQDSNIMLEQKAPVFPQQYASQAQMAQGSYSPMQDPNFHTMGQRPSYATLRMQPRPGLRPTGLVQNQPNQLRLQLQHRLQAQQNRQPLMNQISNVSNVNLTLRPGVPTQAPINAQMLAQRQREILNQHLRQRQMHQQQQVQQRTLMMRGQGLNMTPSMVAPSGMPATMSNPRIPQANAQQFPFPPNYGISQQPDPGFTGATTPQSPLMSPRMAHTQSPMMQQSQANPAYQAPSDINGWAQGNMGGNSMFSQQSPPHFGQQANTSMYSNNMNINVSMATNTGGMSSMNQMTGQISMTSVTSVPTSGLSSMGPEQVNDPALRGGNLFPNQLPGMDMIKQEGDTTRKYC
SRC1 inh: human NCOA1 inhibition | inhibition, % at 3.6 µM | hit rate 0.12% among 360,000 | HEK293 GAL4-SRC1 luciferase reporter, luminescence | Q15788 | AID 588354;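 active means inhibition above the campaign mean plus 3 SD, with each screening campaign given its own cutoff, cut at about 60% in these data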;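 further: 0% = DMSO treated cells and 100% = gossypol at 36 µM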
KKLEB cytotox: CF airway cell cytotoxicity counter-screen; hit rate 0.36% among 360,000; KKLEB CF airway cells viability, ATPlite luminescence, overnight; stronger effect = lower value; cells stimulated with P. aeruginosa culture filtrate; activity change (cytotoxicity), % at 5 µM;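 active means corrected activity change at or below -50% at 5 µM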
SRC3 inh: inhibitors of human steroid receptor coactivator 3 (SRC3). hit rate 0.17% among 360,000. AID 588352. inhibition, % at 3.6 µM. Q9Y6Q9. HEK293 GAL4-SRC3 luciferase reporter, luminescence;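 active means inhibition above a per-campaign cutoff, the mean of all compounds plus 3 SD, cut at about 60% in these data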;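 further: 0% = DMSO-treated cells and 100% = gossypol-treated cells at 36 µM; higher means less SRC3-driven luciferase light from the GAL4 reporter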
TRAIL sens C8: sensitizes caspase-8 expressing cells to TRAIL; hit rate 1% among 360,000; AID 624354; inhibition (viability loss, TRAIL sensitization), % at 10 µM; NB7+C8 cells + TRAIL, ATPlite viability luminescence;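 active means compounds causing at least 50% loss of cell viability in the single-dose screen, relative to plate controls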
EBV LMP1 NFkB: Epstein-Barr LMP1 NF-kappaB reporter inhibition | hit rate 0.69% among 350,000 | inhibition, % at 12.5 µM | LMP1-induced NF-kappaB luciferase reporter cells, luminescence; in the data active means inhibition above about 41%;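 further: 0% = neutral control wells and 100% = reference inhibitor control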
CF NFkB inh: blocks PAF-induced NF-kB reporter in cystic fibrosis cells | AID 588850 | hit rate 0.86% among 360,000 | KKLEB NF-kB-GFP reporter, GFP fluorescence overnight | inhibition, % at 5 µM;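 active means at least 50% inhibition at 5 µM, scaled per plate between neutral and stimulator controls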;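 further: PAF is a Pseudomonas aeruginosa culture filtrate used as stimulus; plate controls were PAF-stimulated DMSO wells for no effect and unstimulated DMSO wells for full effect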
Active calls of the source: *; · = no result given.

SMILES | COUP-TFII inh | TWEAK-Fn14 inh | TROY NFkB inh | NR5A2 inv ag | SRC2 inh | SRC1 inh | KKLEB cytotox | SRC3 inh | TRAIL sens C8 | EBV LMP1 NFkB | CF NFkB inh
Cc1c(C)c(C)c(S(=O)(=O)N2CCNCC2)c(C)c1C | 4 | 14 | -21 | -8 | 0 | 4 | -16 | 22 | 1 | -3 | 30
CC(C)c1cc(CNC(=O)CC2C(=O)NCCN2CC2CCCCC2)on1 (stereo unspecified) | 4 | -21 | 0 | 20 | -14 | 8 | -14 | -7 | 1 | 0 | 2
Cn1cccc1C(C(=O)NC1CCCCC1)N(C(=O)Cc1cccs1)c1ccc2c(c1)OCO2 (stereo unspecified) | 2 | -8 | -11 | 1 | -16 | 5 | -9 | 12 | 0 | 4 | 4
O=C(NC(=S)Nc1cccc(O)c1)C1CCCCC1 | -29 | -30 | -55 | -16 | -9 | -39 | 24 | -29 | 4 | 4 | 23
CCCc1nnc(SCC(=O)Nc2ccc(OC)cc2)o1 | 0 | 17 | 1 | 43 | -14 | -10 | 8 | -1 | 8 | 1 | 2
COc1ccc(NS(=O)(=O)c2cc(N/C(=N\S(=O)(=O)c3ccccc3)c3ccc(F)cc3)ccc2Cl)cc1 | 12 | 32 | 20 | 11 | -25 | 8 | -2 | -3 | -17 | 3 | 32
COC(=O)c1ccc(NC(=O)CSCc2ccccc2)cc1 | · | -15 | -45 | -54 | · | -18 | -13 | -19 | -16 | -4 | 14
CCCCNC(=S)N/N=C/c1ccc(C)s1 | -25 | 1 | -100 | -115 | -40 | -61 | 12 | -46 | 5 | -3 | -1
CCC(C(=O)NC1CCCC1)N(C(=O)Cn1nnc(-c2ccc(C)o2)n1)c1ccccc1OC (stereo unspecified) | -12 | 24 | 14 | 13 | -3 | 0 | 4 | 3 | 1 | -2 | 0
CSc1ccc(Cl)c(C(=O)OCC(=O)NCc2ccco2)c1 | -4 | 20 | 6 | 12 | 11 | 10 | 12 | 11 | 2 | 5 | -7
C=CCN1C(=O)/C(=C\c2cccc(OC(=O)c3ccco3)c2)SC1=S | 2 | -24 | -39 | -31 | 8 | 0 | -4 | 1 | 18 | -2 | 9
CCN1C(=O)[C@H]2[C@@H](c3ccc(C)cc3)N3C(=O)N(c4cccc(Cl)c4)C(=O)[C@@]3(Cc3ccc(Cl)cc3)[C@H]2C1=O | 8 | 23 | -3 | -7 | 12 | -31 | 4 | 1 | 4 | 3 | -10
CCOC(=O)COc1ccc(Br)cc1/C=C/c1[nH]c(=O)[nH]c(=O)c1[N+](=O)[O-] | 12 | 62* | 24 | -3 | -26 | -20 | 12 | 6 | -7 | -1 | 13
CC(NC(=O)C(=O)Nc1nccs1)c1ccccc1 (stereo unspecified) | 12 | -5 | -1 | -17 | -29 | -29 | -6 | 21 | 13 | -7 | -2
O=C(c1cn(-c2ccccc2)nc1-c1cccs1)N1CCN(c2ccccc2)CC1 | · | 15 | -2 | 1 | · | -7 | -2 | -7 | -15 | 3 | 7
CCCCn1nnnc1C(c1ccccc1)N1CCN(c2ccccc2)CC1 (stereo unspecified) | 11 | 4 | -6 | -16 | 6 | · | · | · | 1 | · | ·
O=C(CN(C(=O)c1csnn1)c1ccc(F)cc1)NCCc1ccccc1 | 4 | -10 | 12 | 10 | -33 | -4 | 5 | 0 | -3 | 1 | -36
COCCCN1C(=O)C(=O)/C(=C(/O)c2ccc(S(=O)(=O)N3CCCCC3)cc2)C1c1ccc(F)cc1 (stereo unspecified) | 2 | 3 | -1 | 6 | -15 | -17 | -17 | 7 | -17 | 0 | 25
Cn1c(=O)n(CC(=O)NCC2CCCO2)c(=O)c2c3c(sc21)CCCC3 (stereo unspecified) | 0 | 7 | -15 | -15 | 7 | -8 | -26 | 12 | -3 | -8 | 4
O=C1c2ccccc2C(=O)N1OCCCN1C(=O)c2ccccc2S1(=O)=O | -3 | -3 | -5 | -2 | 12 | 4 | -4 | -10 | -8 | -6 | 0
Cc1c(OC(C)C(=O)NCC(O)c2ccccc2)ccc2c3c(c(=O)oc12)CCC3 (stereo unspecified) | -16 | -36 | 3 | -17 | -10 | 8 | -7 | -16 | 7 | 1 | -3
Cc1ccc(S(=O)(=O)N(CC(O)CN2CCCCC2)c2ccccc2)cc1 (stereo unspecified) | 0 | -7 | -5 | -10 | -18 | 7 | 6 | 11 | 16 | -4 | -4
CCC(Oc1ccc(F)cc1)C(=O)N1CCCCCCC1 (stereo unspecified) | -2 | 12 | 12 | 4 | 16 | 8 | 1 | 7 | -3 | -7 | 5
COc1ccccc1N1CCN(C(=O)CCCCn2c(=O)[nH]c3ccsc3c2=O)CC1 | -2 | -10 | 6 | -26 | 14 | 17 | -5 | -16 | -15 | 3 | 11
CCCCCC(=O)N1C[C@H](O)[C@@H](n2cc(COC(=O)c3ccccc3)nn2)C[C@@H]1c1ccc(Cl)cc1 | -6 | 11 | 10 | 6 | -12 | 1 | -2 | 16 | 24 | 4 | -3

As a short view, five of the compounds above.
SMILES | COUP-TFII inh | TWEAK-Fn14 inh | TROY NFkB inh | NR5A2 inv ag | SRC2 inh | SRC1 inh | KKLEB cytotox | SRC3 inh | TRAIL sens C8 | EBV LMP1 NFkB | CF NFkB inh
Cn1cccc1C(C(=O)NC1CCCCC1)N(C(=O)Cc1cccs1)c1ccc2c(c1)OCO2 (stereo unspecified) | 2 | -8 | -11 | 1 | -16 | 5 | -9 | 12 | 0 | 4 | 4
O=C(NC(=S)Nc1cccc(O)c1)C1CCCCC1 | -29 | -30 | -55 | -16 | -9 | -39 | 24 | -29 | 4 | 4 | 23
CCCc1nnc(SCC(=O)Nc2ccc(OC)cc2)o1 | 0 | 17 | 1 | 43 | -14 | -10 | 8 | -1 | 8 | 1 | 2
COc1ccc(NS(=O)(=O)c2cc(N/C(=N\S(=O)(=O)c3ccccc3)c3ccc(F)cc3)ccc2Cl)cc1 | 12 | 32 | 20 | 11 | -25 | 8 | -2 | -3 | -17 | 3 | 32
COC(=O)c1ccc(NC(=O)CSCc2ccccc2)cc1 | · | -15 | -45 | -54 | · | -18 | -13 | -19 | -16 | -4 | 14

Remaining list, next part.
SMILES | COUP-TFII inh | TWEAK-Fn14 inh | TROY NFkB inh | NR5A2 inv ag | SRC2 inh | SRC1 inh | KKLEB cytotox | SRC3 inh | TRAIL sens C8 | EBV LMP1 NFkB | CF NFkB inh
O=C(C#Cc1ccccc1)Nc1ccccc1F | -36 | 47 | 1 | -43 | -17 | -116 | 4 | -60 | 28 | -22 | -4
Cn1cccc1C(=O)OCC(=O)NC(=O)c1ccc(Cl)cc1 | -6 | -23 | 5 | 24 | 5 | -47 | -10 | -3 | 1 | 2 | -2
CCN(CC)S(=O)(=O)c1ccc(N2CCOCC2)c(NC(=O)c2ccc(C#N)cc2)c1 | -5 | -26 | 3 | 5 | -8 | 13 | 9 | -6 | -2 | 5 | 5
CCOC(=O)c1cnn(-c2cc(Oc3ccccc3C)ncn2)c1N | -6 | -4 | -23 | 4 | -9 | -26 | 1 | -19 | -1 | 7 | -15
CC1Oc2ccccc2N(CC(=O)Nc2ccc3c(c2)OCO3)C1=O (stereo unspecified) | 10 | 1 | -22 | -16 | 20 | -19 | 9 | -22 | -5 | -8 | 0
CCOc1ccc(C(=O)CCC(=O)NC(CC(C)C)C(=O)OC)cc1 (stereo unspecified) | -16 | 33 | 11 | -6 | 4 | -44 | -3 | 9 | 2 | 7 | 15
CCN(CC(=O)Nc1ccc(NC(C)=O)cc1)C(=O)c1oc2ccccc2c1C | 14 | 5 | -3 | 23 | -10 | 7 | -1 | 2 | 14 | 2 | 5
Oc1ccc(/C=C/c2ccnc3ccccc23)cc1 | -12 | 50 | 19 | -30 | -13 | -20 | -33 | -7 | 11 | -7 | 32
Cc1cc(NC(=O)CCN2CCC(C(N)=O)CC2)ccc1Br | -12 | 6 | -37 | 4 | -29 | 0 | -2 | -18 | 12 | -1 | -12
COc1ccc(C(=O)Oc2ccc[nH]c2=O)cc1 | -5 | 18 | -11 | 5 | -11 | 1 | -4 | -20 | 14 | 5 | 2
Cc1cc(-c2nn(-c3ccccc3F)cc2CNCCc2cnc[nH]2)c(C)s1 | 9 | -11 | 5 | -20 | -13 | -41 | -13 | 1 | -17 | -2 | 14
CCOC(=O)C1=C(O)/C(=C/c2cccc(OC)c2O)N=C1C | -13 | 10 | -15 | 6 | -26 | 5 | 1 | 1 | -8 | -4 | 10
COC(=O)CC1C(=O)NCCN1C(=O)c1ccc2oc(C(C)C)nc2c1 (stereo unspecified) | -5 | -6 | -21 | -20 | -10 | -25 | -8 | -11 | -7 | -7 | 4
COc1ccc2c(=O)c(N3C(=O)c4ccccc4C3=O)coc2c1 | -6 | 7 | -25 | 1 | -3 | -11 | 2 | 3 | -9 | -2 | 2
CC(C)Cn1c(N)c(C(=O)COC(=O)C2=COCCO2)c(=O)n(C)c1=O | 5 | -1 | -6 | 15 | -27 | -4 | -10 | 7 | 0 | 0 | 3
COc1ccc(-c2cc(-c3nnc(COC(=O)c4ccc(O)cc4)o3)c3ccccc3n2)cc1OC | 2 | 31 | 0 | 12 | -15 | -12 | 1 | 8 | 1 | 19 | 43
Cc1ccc(NC(=O)CN2CCN(C(=O)C3CC3)CC2)c(F)c1 | -8 | 10 | -11 | -3 | -31 | 0 | -8 | 6 | -14 | 2 | 20
CCOC(=O)c1nn(-c2ccc3ccccc3c2)cc1O | -36 | -11 | -53 | -57 | -39 | -58 | -1 | -46 | 15 | 0 | -4
Cc1ccc(C(=O)OCCOc2cccc(Cl)c2)cc1S(=O)(=O)N1CCOCC1 | -2 | -11 | 10 | 6 | -27 | -23 | 6 | 13 | -7 | 3 | -3
CCN1CCN(c2ccc(NC(=O)c3ccc(OC)c(S(=O)(=O)N4CCCC4)c3)cc2)CC1 | -25 | 9 | 5 | -1 | -7 | -25 | -7 | 13 | 9 | 4 | -6
O=C(COC(=O)c1ccccc1Cl)Nc1cccc(S(=O)(=O)N2CCCCC2)c1 | -2 | -14 | 8 | -20 | -9 | 1 | 17 | -14 | 2 | -7 | -3
Cc1ccc(C(=O)COC(=O)c2n[nH]c(=O)c3ccccc23)cc1 | 1 | -13 | 1 | 10 | -4 | -14 | 5 | -4 | -4 | 3 | -4
O=C(COC(=O)[C@@H]1CCCN1S(=O)(=O)c1ccccc1F)NCc1ccc2c(c1)OCO2 | -15 | -18 | 22 | 30 | 5 | -3 | -2 | 1 | -2 | 3 | -8
COc1ccc(NS(=O)(=O)c2c(C)n(C)c(=O)n(C)c2=O)cc1OC | -5 | -5 | 11 | 11 | -1 | 10 | 6 | 8 | -4 | 7 | -4
Cc1ccc(CNc2cc(C(=O)O)ccc2C)s1 | -24 | 9 | -7 | -16 | -15 | 0 | -4 | -7 | -5 | 0 | -1
O=C1NC(Cc2c[nH]c3ccccc23)C(=O)N1CCOc1ccc(F)cc1 (stereo unspecified) | 1 | 1 | 3 | -2 | -6 | -8 | -1 | -8 | -9 | -6 | -5
Cc1ccn2cc(CNS(=O)(=O)c3ccc4c(c3)OCCO4)nc2c1 | 18 | 6 | 12 | 9 | -8 | 3 | 9 | 2 | 7 | -5 | 5
